# Screening data: PubChem BioAssay, several laboratories
# Furin inhibitor – blocks human furin protease activity. P09958. purified furin, fluorogenic substrate cleavage. inhibition, % at 30 µM. 220,000 tested, 0.061% active. AID 463115; in the data active = inhibition above about 25%; also: inactives centre near -15
# Runt-SMMHC FRET – Runt domain-CBFb-SMMHC interaction inhibition; inhibition, % at 20 µM; Q01196+Q13951; Cerulean-Runt/Venus-CBFb-SMMHC FRET ratio 530/480, 1 h; AID 1434; 220,000 tested, 0.74% active;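 active = mean inhibition across duplicate retests at 20 µM reaching about 50%, limit read from the data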;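 also: 0% = DMSO wells and 100% = wells with excess untagged CBFb-SMMHC; inhibitors lower the FRET ratio by blocking Runt binding to CBFb-SMMHC; some results filed as inactive read as strong as hits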
# Target sequence (Q01196 whole entry, looked up, the tested form may be a part): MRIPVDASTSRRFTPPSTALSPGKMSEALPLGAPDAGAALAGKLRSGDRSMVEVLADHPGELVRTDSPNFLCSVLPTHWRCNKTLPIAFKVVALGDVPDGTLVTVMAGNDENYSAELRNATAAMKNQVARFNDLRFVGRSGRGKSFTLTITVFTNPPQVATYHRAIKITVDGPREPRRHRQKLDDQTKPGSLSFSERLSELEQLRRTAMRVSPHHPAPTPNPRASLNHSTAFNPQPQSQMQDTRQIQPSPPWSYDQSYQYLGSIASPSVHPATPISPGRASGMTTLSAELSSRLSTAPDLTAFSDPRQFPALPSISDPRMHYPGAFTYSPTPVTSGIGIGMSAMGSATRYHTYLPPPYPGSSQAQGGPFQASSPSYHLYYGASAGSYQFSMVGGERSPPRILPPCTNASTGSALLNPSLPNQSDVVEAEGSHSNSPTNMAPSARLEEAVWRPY
# Target sequence (Q13951 whole entry, looked up, the tested form may be a part): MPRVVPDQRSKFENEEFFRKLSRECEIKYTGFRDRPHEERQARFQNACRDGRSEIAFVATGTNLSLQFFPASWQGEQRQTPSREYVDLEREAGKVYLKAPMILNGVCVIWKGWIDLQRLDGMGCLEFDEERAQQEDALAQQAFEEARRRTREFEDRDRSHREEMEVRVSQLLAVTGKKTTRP
# m-calpain inh – calpain II (pig) inhibition | purified calpain II, fluorogenic peptide substrate, 30 min | inhibition, % at 16 µM | 220,000 tested, 0.37% active | AID 1236;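 active = inhibition above about 50%, limit read from the data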
# RBBP9 inh – human RBBP9 hydrolase inhibition; AID 1515; recombinant RBBP9, FP-Rh probe fluorescence polarization; inhibition, % at 7.94 µM; 220,000 tested, 0.2% active; O75884;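 active = inhibition above the campaign mean of all tested compounds plus 3 SD, cut at about 14% in these data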;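 also: plate controls were DMSO wells with RBBP9 for no effect and wells lacking RBBP9 protein for full effect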
#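 Assay system: recombinant human RBBP9; Reagent: Serine-hydrolase probe FP-Rh, 375 nM pre-mixing; Doses: 7.94 µM single dose, 0.794% DMSO; Incubation: 30 min then 45 min, 25 °C; Detection: fluorescence polarization (mP), excitation 525 nm, emission 598 nm; Evaluation: percent inhibition from mP, scaled between DMSO and no-protein wells.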
# NCF1 inh – inhibitors of human p47phox binding. P14598. p47phox/p22phox peptide binding, fluorescence polarization, 2 h. inhibition, % at 24.7 µM. 220,000 tested, 0.53% active. AID 1274;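 active = inhibition above about 30%, limit read from the data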;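 also: 0% = p47phox with labelled peptide and 100% = labelled peptide alone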
# EBV gp42 block – blocks Epstein-Barr virus glycoprotein 42 binding; Q1HVG2; Fluorescence polarization binding assay, mP read-out; inhibition, % (tested at 21.74 µM); 220,000 tested, 0.42% active; in the data active = inhibition above about 50%
# Target sequence (Q1HVG2 whole entry, looked up): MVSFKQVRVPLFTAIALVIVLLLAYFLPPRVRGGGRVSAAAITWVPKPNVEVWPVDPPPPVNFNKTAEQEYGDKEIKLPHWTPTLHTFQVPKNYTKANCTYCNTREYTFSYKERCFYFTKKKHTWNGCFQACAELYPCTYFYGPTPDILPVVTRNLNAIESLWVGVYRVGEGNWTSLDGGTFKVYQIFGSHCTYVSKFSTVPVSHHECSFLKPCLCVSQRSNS
# Tb hexokinase – blocks Trypanosoma brucei hexokinase 1 activity; 220,000 tested, 0.11% active; recombinant TbHK1, G6PDH-coupled NADH A340; inhibition, % at 10 µM;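 active = inhibition of 50% or more in the single-dose primary screen; inactive = inhibition below 50%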
# p97 ATPase inh – blocks human p97 ATPase activity; AID 1481; 220,000 tested, 0.42% active; recombinant p97 ATPase, Kinase-Glo ATP luminescence, 3 h; inhibition, % at 8 µM; P55072; in the data active = inhibition above about 15%;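 also: 0% = DMSO vehicle and 100% = wells lacking enzyme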
# Runt-CBFb FRET – inhibitors of human RUNX1 Runt domain binding to CBFb | Q01196+Q13951 | Cerulean-Runt/Venus-CBFb FRET ratio 530/480, 1 h | inhibition, % at 20 µM | 220,000 tested, 0.46% active | AID 1496;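 active = inhibition over about 50% at 20 µM in the single-dose screen, limit read from the data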;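 also: 0% = DMSO wells and 100% = excess unlabeled CBFb competitor control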
#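 Measured by: fluorescence energy transfer, 422 nm excitation, 530/480 nm emission; Assay system: Cerulean-Runt domain; Medium: Tris pH 7.5 buffer with BSA; Measure: loss of energy transfer signal; Controls: 5 µM unlabeled CBFb as full-inhibition high control; Incubation: protein complex preformed 1 h, compound exposure 1 h, room temperature, dark.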
# * hit, by the source's call; i = inactive; nt = no result given; [ ] = another dose, or the depositor's remark.
SMILES,Furin inhibitor,Runt-SMMHC FRET,m-calpain inh,RBBP9 inh,NCF1 inh,EBV gp42 block,Tb hexokinase,p97 ATPase inh,Runt-CBFb FRET
CCOC(=O)/C(C#N)=C/c1cn(CCC(=O)O)nc1-c1ccc(Br)cc1,-5,0,0,-4,-8,5,-24,-5,-1
CCc1c(C)nc2ncnn2c1N1CCC(C(=O)Nc2cccc(C(C)=O)c2)CC1,-5,0,13,-6,1,-8,-9,-1,-3
C/C(=C(\C#N)C(=O)NCCCN1CCOCC1)N(C)C,-22[20 µM],0,-16,3,-8,-8,-8,2,0
N#C/C(=C/c1ccc(OCc2ccccc2)cc1)C(=O)NC1CCCCC1,-17[20 µM],0,i,-8,-3,-2,-17,0,-1
O=C(NNC(=O)c1ccncc1)Nc1cccc([N+](=O)[O-])c1,-15,0,3,-3,-5,-13,-6,2,0
CCOC(=O)COc1cc(O)c2c(=O)cc(-c3ccccc3)oc2c1,4,0,-49,-3,-17,2,-1,-2,-1
COc1ccccc1/C=C/CN1CCCC(CCC(=O)NCc2ccc(F)c(F)c2)C1 (stereo not given),-19,2,-22,-4,-16,-2,10,2,-2
c1ccc(-c2nc3ccccc3c3nncn23)cc1,-25,-3,9,-5,35*,3,1,1,-1
CCCCSc1nnc2c(n1)OC=Nc1ccccc1-2,-17,0,7,-5,-6,-25,-25,5,0
CC(OC(=O)CN1C(=O)C2CCCCC2C1=O)C(=O)Nc1ncc(Cl)cc1Cl (stereo not given),-13[20 µM],0,-1,0,3,-6,2,-4,0
C=CC[n+]1c(-c2ccc(OCC)cc2)csc1NNC(=O)Nc1ccccc1,-15[20 µM],-9,5,3,-10,-10,-4,1,-2
N#Cc1c(NC(=O)CSc2nc3ccccc3s2)sc2c1CCCC2,-18,-1,-8,-6,-18,2,20,1,1
O=C(N/N=C/C1CC=CCC1)c1cc2ccccc2cc1O (stereo not given),-25,-162,-6,-4,-8,2,1,4,-47
Nc1ccc(OCc2ccco2)cc1,-18,1,-24,-8,-5,2,-2,-3,-2
COC(=O)CSc1nc2ccc(NC(=O)c3ccccc3C(=O)N3CCOCC3)cc2s1,-18,2,6,-8,3,-9,-11,-4,1
O=C(O)C1CCCCC1C(=O)NCCCc1ccccc1 (stereo not given),-17[20 µM],0,9,-5,1,10,1,-1,1
O=C(Nc1ccc(F)cc1)c1cc(-c2ccccc2)no1,-11,0,1,-2,-5,-2,-6,0,0
Cc1ccc(C2=NNC(=O)C(c3ccc(Cl)cc3)C2)cc1 (stereo not given),-16[20 µM],0,-19,-7,-11,7,3,-7,0
S=c1nc(-c2ccco2)[nH][nH]1,2[20 µM],34,9,-14,-4,-9,-5,1,12
O=C(Nc1nnc(C2CC2)s1)c1cc2c(s1)CCCCCC2,-10,5,-36,-5,-8,-29,13,2,1

# Single values from the list.
# O=C(NNC(=O)c1ccncc1)Nc1cccc([N+](=O)[O-])c1 in p97 ATPase inh = 2
# CCOC(=O)/C(C#N)=C/c1cn(CCC(=O)O)nc1-c1ccc(Br)cc1 in EBV gp42 block = 5
# CCCCSc1nnc2c(n1)OC=Nc1ccccc1-2 in Runt-CBFb FRET = 0
# CC(OC(=O)CN1C(=O)C2CCCCC2C1=O)C(=O)Nc1ncc(Cl)cc1Cl (stereo not given) in Runt-SMMHC FRET = 0

# (continued)
SMILES,Furin inhibitor,Runt-SMMHC FRET,m-calpain inh,RBBP9 inh,NCF1 inh,EBV gp42 block,Tb hexokinase,p97 ATPase inh,Runt-CBFb FRET
COc1ccccc1NC(=O)C1=C(C)Nc2nnnn2C1c1cccc(C)c1 (stereo not given),-22,-5,12,-3,-5,1,-2,1,1
CCOCCCNc1c2c(nc3cc(-c4ccc(F)cc4)nn13)CCC2,-33,-1,-104,-4,-16,-3,-3,2,-1
Cc1ccc(CSC2=Nc3ccccc3C3=NC(CCC(=O)NCc4ccco4)C(=O)N23)cc1 (stereo not given),0,3,-118,-11,-7,-3,-3,-5,-1
CC(C)C1C(c2ccccc2)NC(c2ccccc2)CC1(O)c1ccc(F)cc1 (stereo not given),-12,-7,36,-11,-12,-16,4,11,0
COc1ccc(N2CCN(Cc3cc4c(cc3O)CCC4)CC2)cc1,-17[20 µM],0,26,4,-7,-6,-2,3,5
Cc1cc(C)n(C(=O)c2c([N+](=O)[O-])c(C)nn2C)n1,-20[20 µM],-3,-7,3,1,-15,3,3,-1
COc1ccc(S(=O)(=O)NCc2cccs2)cc1,-16[20 µM],-3,6,5,-2,-6,28,2,1
CCC(=O)c1cn(CC(=O)OC)c2ccccc12,-18[20 µM],0,20,0,-8,-4,-11,-6,-1
CCOc1cccc(-c2nnc3sc(-c4cc(OC)c(OC)c(OC)c4)nn23)c1,-20,3,-31,-5,11,-11,-22,7,1
CC(CCc1ccccc1)NC(=O)CSc1ccccn1 (stereo not given),-26,1,21,-13,-14,6,2,-5,-2
O=C1N/C(=C\c2ccsc2)C(=O)N1Cc1ccc(F)cc1,-24,2,-10,1,-5,-6,-3,2,0
Cc1ccc(C(=O)OCC(=O)Nc2cccc(Cl)c2C)c(O)c1,-1,0,-21,2,-17,-8,-2,-7,4
CCCS(=O)(=O)N1CCCC(C(=O)NCCc2ccc(Cl)cc2)C1 (stereo not given),-20,-1,-8,0,-11,-13,1,1,3
Cc1cccc(NC(=S)N(Cc2ccc(Cl)cc2)Cc2ccc(C(=O)O)cc2)c1,-17,-4,30,-1,-4,5,6,4,-3
CCOC(=O)c1sc(NC(=O)CSc2nnc(-c3ccco3)n2CC)c(C(=O)OCC)c1C,-9[20 µM],10,17,5,-24,-14,0,-2,-12
C=C(C)C(=O)Nc1cccc(C2=NOC3(C2)C[C@H](C(N)=O)N(C(=O)COc2ccc(Cl)cc2)C3)c1 (stereo not given in full),-13,1,-19,nt,-13,6,18,nt,1
Nc1ccc(Br)c[n+]1Cc1cccc2cccnc12,-25,1,8,4,5,-12,2,4,1
CN(C)c1ccc(C(=S)N2CCN(C(=S)Nc3cccc4ccccc34)CC2)cc1,-19,6,-106,-8,1,0,3,4,11
CNc1cccccc1=S,-1,1,-23,-10,19,11,-6,2,8
O=C(Nc1ccc(O)c(C(=O)O)c1)c1ccc2c(c1)C(=O)N(CC1CCCO1)C2=O (stereo not given),-11,-4,4,-1,-7,-6,-6,4,1
CCC(Sc1nc(-c2ccccc2)c(C#N)c(=O)[nH]1)C(=O)Nc1nnc(C)s1 (stereo not given),-20[20 µM],-1,-10,-8,-3,-11,-4,-2,0
Cc1ccc(-n2nnnc2C(Cl)(Cl)c2nnnn2-c2ccc(C)cc2)cc1,-20[20 µM],29,-6,0,-2,-26,-3,4,30
CN(C)S(=O)(=O)c1cccc(NC(=O)c2ccc(OC(F)(F)F)cc2)c1,-10,-2,25,-4,-9,-13,35,1,-5
C/C(N)=C(/C#N)C(=O)COc1ncnc2ccccc12,-34,nt,-2,12,-20,-26,8,10,nt
COc1cc2[nH]c(=S)n(Cc3ccc(C)o3)c(=O)c2cc1OC,-16,17,-58,-11,-3,-8,-5,4,25
O=[N+]([O-])c1ccc(O)c(/C=N/Nc2nn[nH]n2)c1,-8,-2,22,0,-4,0,-16,-4,0
CSc1ccccc1OC1CCN(Cc2ccccc2)CC1,-17,-2,-4,2,-16,1,9,3,-1
COc1ccc(C(=O)NCc2ccccc2)cc1S(=O)(=O)N1CCCc2ccccc21,-7[20 µM],-4,15,2,-36,-78,3,3,0
CS(=O)(=O)Nc1ccccc1C(=O)NCc1ccccc1Cl,-14,0,-143,-3,-1,7,3,0,1
O=c1c2ccccc2ncn1CCCSc1ccccc1,-2[20 µM],0,11,-2,-3,-3,3,-4,-3
O=C(NCCCNCCCNC(=O)c1ccc(/C=N/O)nc1)c1ccc(/C=N/O)nc1,-8,1,-10,2,-15,-17,-4,3,4
COCCCNC(=O)c1ccc(CN2CCc3ccccc3C2)cc1,-15,1,-13,-3,-5,-17,-5,4,0
O=C(OCc1ccco1)c1ccc(S(=O)(=O)N2CCCCC2)cc1,-16[20 µM],-6,-22,2,-13,-7,2,-3,-1
Cc1ccc(N=C2NC(=O)/C(=C\c3ccc(C)s3)S2)cc1,-20,-38,-19,-8,-120,-51,-17,3,-12
Cn1c(=O)c2c(SCC(=O)N3CCCc4ccccc43)nc(C3CC3)nc2n(C)c1=O,-21,-1,-17,3,-2,2,2,-1,1
COC(=O)c1cc(OC)c(OC)cc1NC(=O)Nc1ccc(OC)cc1OC,-13[20 µM],-2,5,-5,-12,-8,-2,1,0
CCOC(=O)C1CCCN1C(=O)c1ccc(OC)c(Br)c1 (stereo not given),-11,-5,26,-2,1,-7,-8,3,1
O=C1CCC(C(=O)Nc2cccc3ccccc23)N1 (stereo not given),-19[20 µM],0,6,-9,-2,-2,-1,0,-1
CCN(CC)S(=O)(=O)c1cccc(C(=O)Nc2cc(C)nn2-c2ccccc2)c1,-16,2,22,-6,3,0,3,-11,1
Cc1ccc(S(=O)(=O)N2CCN(C(=O)COc3ccc(C)nc3[N+](=O)[O-])CC2)c(C)c1,-19,1,-24,-10,1,-4,-8,-6,-2
CC(SC1CCCC1)C(=O)NC(C)(C#N)C(C)C (stereo not given),-17,-1,nt,1,nt,nt,1,4,-3
CN1CCN(C(=O)c2cn(-c3ccccc3)nc2-c2cccnc2)CC1,-18[20 µM],5,-56,2,1,-4,-4,3,1
Cc1ccccc1NC(=O)CN1C(=O)N/C(=C\c2cccn2-c2cccc(C(=O)O)c2)C1=O,-17,3,-33,-8,-30,2,-5,3,12
Cc1c(NC(=S)N/N=C/c2cccc(O)c2)c(=O)n(-c2ccccc2)n1C,-16[20 µM],1,15,-11,-7,6,-27,2,-3
O=C(Nc1ccc(Oc2ccc(C(F)(F)F)cn2)c(Cl)c1)C1CC1,-18,-4,-10,-1,-7,-1,6,2,1
c1ccc(CCN2CCN(c3ncnc4c3cnn4-c3ccccc3)CC2)cc1,-8[20 µM],1,21,-2,1,6,-11,1,-2
CCOC(=O)C1=C(C)OC(N)=C(C#N)C1c1cc(Cl)c(OCC(N)=O)c(OC)c1 (stereo not given),-21[20 µM],10,-9,-2,-15,1,-7,-1,0
O=C(c1cc2ccccc2oc1=O)N(Cc1cccs1)Cc1cccs1,-20[20 µM],-5,4,-5,-14,-11,-6,-1,0
O=C(COc1ccc2c(C(F)(F)F)cc(=O)oc2c1)NCc1cccs1,-26,73,-289,-3,-8,-5,-6,3,-84
CN(C)S(=O)(=O)c1ccc(NC(=O)N2CCN(c3ccccc3Cl)CC2)cc1,11[20 µM],5,23,-6,-7,-19,0,2,0
O=C(CN1N=C(c2ccccc2)CCC1=O)NCc1cccs1,1,-5,-8,8,8,-8,-5,3,1

# 2 compounds from above, limited to Furin inhibitor, p97 ATPase inh and m-calpain inh:
Compound	Furin inhibitor	p97 ATPase inh	m-calpain inh
c1ccc(CCN2CCN(c3ncnc4c3cnn4-c3ccccc3)CC2)cc1	-8[20 µM]	1	21
CCOC(=O)C1=C(C)OC(N)=C(C#N)C1c1cc(Cl)c(OCC(N)=O)c(OC)c1 (stereo not given)	-21[20 µM]	-1	-9
